HepG2 viability: kills HepG2 cells in TGF-b inhibitor counter-screen; AID 588856; HepG2 CAGA-GFP viability, ATP luminescence, 18 h; Potency, µM (titrated, usually from 46.1 µM), without a hit: at the top dose activity change, negative = cytotoxicity, usual class: cytotoxic; 0.76% of 410,000 active; also: potency is read from the fitted curve at half-maximal effect; some results filed as inactive show a strong effect at the top dose
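HepG2 CAGA-GFP cells (1000/well, DMEM with 1% FBS) received compound, then TGF-beta at 500 pg/mL final, and were incubated 18 hours at 37 degrees C. Viability was read by CellTiter-Glo luminescence. Media-only wells were set as complete cell-killing and DMSO as no toxicity.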
Nrf2 ARE act: Nrf2 pathway activation; 0.31% of 410,000 active; Potency, µM (top dose mostly 46.1 µM), for inactives: at the highest dose activation, usual class: activators; AID 624171; AREc32 ARE-luciferase reporter (MCF7-derived line), luminescence, 24 h; also: potency is read from the fitted curve at half-maximal effect; % of control where 0% means no effect; nearly all actives have a fitted effect of over 65% in size
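ARE activation measured as luciferase luminescence (Steady-Glo, 30 min RT) in AREc32_Fluc cells after 24 hr compound exposure at 37 deg C, 5% CO2; cells seeded overnight at 1000/well in OPTI-MEM, 5% FBS.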
EPAC2 agonist: EPAC2 (human) agonism | EPAC2 activation, biochemical qHTS; response scale: 100% = 6.5 mM cAMP response | Potency, µM (highest dose often 154 µM), for inactives: at the top dose activation, actives largely listed as activators | 0.079% of 360,000 active | AID 720711; also: potency is read from the fitted curve at half-maximal effect; nearly all actives have a fitted effect of over 50% in size
Target sequence (Q8WZA2 whole entry, looked up): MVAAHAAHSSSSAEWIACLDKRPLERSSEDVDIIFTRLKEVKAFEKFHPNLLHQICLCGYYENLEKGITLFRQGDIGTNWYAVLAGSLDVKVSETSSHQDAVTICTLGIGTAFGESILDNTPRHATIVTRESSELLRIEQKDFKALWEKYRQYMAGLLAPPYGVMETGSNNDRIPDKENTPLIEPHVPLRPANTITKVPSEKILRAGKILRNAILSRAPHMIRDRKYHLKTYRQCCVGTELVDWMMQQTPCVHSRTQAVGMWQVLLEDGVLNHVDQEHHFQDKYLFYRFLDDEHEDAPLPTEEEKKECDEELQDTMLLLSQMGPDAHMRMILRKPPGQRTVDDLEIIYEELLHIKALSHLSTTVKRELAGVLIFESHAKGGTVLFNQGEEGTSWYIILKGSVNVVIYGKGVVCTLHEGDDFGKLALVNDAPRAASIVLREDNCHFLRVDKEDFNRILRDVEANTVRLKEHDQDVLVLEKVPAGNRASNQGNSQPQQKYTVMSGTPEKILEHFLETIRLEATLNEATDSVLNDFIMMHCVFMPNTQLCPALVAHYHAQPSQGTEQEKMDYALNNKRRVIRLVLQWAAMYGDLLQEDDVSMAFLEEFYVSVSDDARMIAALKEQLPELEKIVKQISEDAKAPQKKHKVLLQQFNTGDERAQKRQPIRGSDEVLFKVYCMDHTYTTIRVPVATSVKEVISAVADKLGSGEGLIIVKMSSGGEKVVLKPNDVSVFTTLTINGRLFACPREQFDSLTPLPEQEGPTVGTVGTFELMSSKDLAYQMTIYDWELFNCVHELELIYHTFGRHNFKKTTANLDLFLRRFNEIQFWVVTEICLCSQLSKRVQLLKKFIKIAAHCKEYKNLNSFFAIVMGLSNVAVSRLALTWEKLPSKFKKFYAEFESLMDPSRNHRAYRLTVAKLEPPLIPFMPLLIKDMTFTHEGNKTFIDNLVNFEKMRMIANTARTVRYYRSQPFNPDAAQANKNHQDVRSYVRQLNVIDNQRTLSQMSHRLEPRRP
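qHTS, titration series. 100 nM EPAC2 / 250 nM Rap1B-BODIPY-GDP / 50 uM GDP; RT; ex 480/em 540 nm, 5-min reads to 30 min. Norm. to 6.5 mM cAMP = activation.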
TGFb SMAD3 inh: inhibitors of TGF-b signaling; 1.2% of 410,000 active; HepG2 CAGA-GFP TGF-b/SMAD3 reporter, GFP fluorescence, 18 h; TGF-beta stimulated, 500 pg/mL final; Potency, µM (series often up to 46.1 µM), inactives show top-dose activity, negative = inhibition, usual class: inhibitors; also: potency is read from the fitted curve at half-maximal effect; % is scaled to controls: 0 for no effect and ±100 for the full control effect; nearly all actives have a fitted effect of over 65% in size
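TGF-beta reporter screen: HEPG2 CAGA-GFP, 1% FBS, 500 pg/mL TGF-beta final, 18 h; per-cell GFP summed per well; curves fitted and categorized by class.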
A549 tox: A549 cytotoxicity, counter-screen for Nrf2 inhibitors; 0.16% of 390,000 active; A549 ARE-Fluc cells, CellTiter-Fluor viability, 18-24 h; AID 504648; Potency, µM (highest dose often 46 µM), without a hit: at the top dose activity change, negative = cytotoxicity, most hits filed as inhibitors; also: potency is read from the fitted curve at half-maximal effect; % is scaled to controls: 0 for no effect and ±100 for the full control effect
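A549 ARE_Fluc cells in 5% FBS OPTI-MEM were exposed to compounds in concentration-response for 18-24 h at 37 deg C. Viability was read by CellTiter-Fluor fluorescence (Ex 405/Em 525) after 30 min, before the luciferase read.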
ATXN viability: cell viability loss in ATXN counter-screen. 0.49% of 400,000 active. Potency, µM (highest dose often 56.7 µM), actives largely listed as cytotoxic. S2 cells (HEK-293 line with an ATXN2-luciferase reporter) viability, CellTiter-Fluor protease fluorescence, 24 h; also: potency is read from the fitted curve at half-maximal effect; nearly all actives have a fitted effect of over 40% in size
ATXN2 expr inh: inhibitors of ATXN2 expression | HEK-293 ATXN2-luciferase reporter, luminescence, 24 h | Potency, µM (highest dose often 57 µM), without a hit: at the top dose activity change, negative = inhibition, hits mostly inhibitors | 0.72% of 360,000 active | AID 1745845; also: potency is read from the fitted curve at half-maximal effect; % is scaled to controls: 0 for no effect and ±100 for the full control effect; nearly all actives have a fitted effect of over 55% in size
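qHTS (up to 57 uM final) was run with 24 h compound exposure of reporter cells at 37 °C. Each well was multiplexed: SteadyGlo luminescence measured ATXN2-luciferase expression after a fluorogenic Gly-Phe-AFC viability readout (25 uM final).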
IL2 activator: activators of IL-2. IL-2 activation reporter assay, cell-based qHTS; stimulated with anti-CD3/CD4/CD28 beads; in transgenic mouse T cells. activation, % (series mostly up to about 46 µM). 0.065% of 360,000 active. AID 652025; in the data active = activation above about 50%; inconclusive = mostly about 30% to 49%; also: 0% is about no effect
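Quantitative HTS in unstimulated transgenic mouse T cells, with memory T cells as non-tolerant control and PMA/ionomycin as tolerance-bypass control. Compound pretreatment lasted 60 minutes before 18 h bead stimulation; EGFP/DsRed fluorescence read.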
Nrf2 block: inhibitors of Nrf2 signaling | Potency, µM (titrated, usually from 46 µM), for the others: at the highest dose activity change, negative = inhibition, actives largely listed as inhibitors | 2.1% of 360,000 active | A549 ARE-Fluc reporter, luciferase luminescence, 18-24 h; also: potency is read from the fitted curve at half-maximal effect; % is scaled to controls: 0 for no effect and ±100 for the full control effect; nearly all actives have a fitted effect of over 60% in size
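Cells were seeded and rested 2 h, then exposed to compounds for 18-24 h. CellTiter-Fluor was read first as a viability measure. BugLite was added 15 min before the final luminescent read of ARE-luciferase activity in A549 cells.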
An asterisk follows results filed as active; i = inactive; ? = inconclusive; . = no result given; [ ] = remark or other dose. Unless noted, calls follow the shape of the dose curve; as a rule, active = well fitted curve in the direction sought with a large enough effect; inconclusive = small, poorly fitted or top-dose-only effect, or another doubt; inactive = no such curve, though single readings can be large; an effect the other way counts as inactive or inconclusive.

item | Molecule | HepG2 viability | Nrf2 ARE act | EPAC2 agonist | TGFb SMAD3 inh | A549 tox
1 | CC1(C)CC(=O)C2=C(C1)OC(N)=C(C#N)C2c1cc2c(cc1[N+](=O)[O-])OCO2 (configuration not stated) | -0.4% | 19.8% | 8.0% | -5.1% | 0.0%
2 | CC(=O)C1CCC2C3CCC4=CC(=O)CCC4(C)C3(Br)C(=O)CC12C (configuration not stated) | -23.8% | 0.7% | 1.8% | 14.8% | -4.5%
3 | COc1ccc(C2=CC(c3ccc(OC)c(OC)c3)n3nnnc3N2)c(OC)c1 (configuration not stated) | -11.0% | 5.2% | 8.1% | -3.3% | ?
4 | O=C(CNC(=O)c1ccccc1F)NCCN1C(=O)S/C(=C\c2ccc3c(c2)OCO3)C1=O | -2.8% | -0.2% | -9.6% | 5.0% | -3.2%
5 | COc1ccc(C)cc1NC(=O)C1CCN(S(=O)(=O)c2cccs2)CC1 | -2.7% | 1.5% | -3.7% | -5.8% | -5.5%
6 | Cc1ccc(C)c(S(=O)(=O)NCc2ccncc2)c1 | 0.0% | -0.6% | -2.6% | 1.5% | -12.0%
7 | O=C(c1cccc(N2C(=O)C3C4C=CC(C4)C3C2=O)c1)N1CCN(c2ccc(F)cc2)CC1 (configuration not stated) | 2.6% | 0.1% | -1.4% | -11.7% | 0.5%
8 | O=C(CSc1nnc(Nc2ccccc2)s1)NC1CCCC1 | -26.5% | 0.4% | 0.7% | ? | 1.7%
9 | C/C(=N/Nc1ncc(Br)cn1)c1ccc([N+](=O)[O-])cc1 | -17.6% | 8.7% | 10.1% | -18.0% | -5.3%
10 | CCN(CC)CCN1C(=O)C(=O)/C(=C(/O)c2ccncc2)C1c1ccccc1F (configuration not stated) | 5.6% | 0.3% | 2.1% | 7.8% | -4.8%
11 | Cc1ccc(N2CC(NS(=O)(=O)c3cccs3)CC2=O)cc1 (configuration not stated) | 4.6% | -1.0% | 0.7% | 6.4% | -7.6%
12 | COC(=O)c1ccccc1NC(=O)c1sc(N)nc1C | -4.5% | 3.1% | 3.0% | -4.3% | -0.9%
13 | CSc1ccc(/C=N/N(C)S(=O)(=O)c2ccc(C)cc2)cc1 | -2.1% | 3.6% | 19.2% | 0.0% | -3.3%
14 | O=C(Nc1cc(-c2ccccc2)[nH]n1)c1ccc(Cl)cc1 | -27.7% | 6.0% | 0.3% | -1.8% | -5.0%
15 | CCOC(=O)c1ccc2c(c1)n(CC)c(/C=C/N(C)c1ccccc1)[n+]2CC | -16.7% | -0.8% | -3.4% | 0.0% | ?

item | ATXN viability | ATXN2 expr inh | IL2 activator | Nrf2 block
1 | i | -6.6% | -0.1 | -2.4%
2 | ? | -5.4% | -0.4 | 0.8%
3 | . | 76.0%[activator] | -2.8 | -9.2%
4 | ? | 4.6% | -0.5 | 2.2%
5 | i | -8.6% | 0.6 | 6.4%
6 | ? | -15.9% | -1.8 | ?
7 | i | 0.9% | -1.4 | 6.9%
8 | ? | 9.6% | -2.8 | -5.1%
9 | i | -16.6% | 0.3 | 4.8%
10 | i | 1.8% | 0.0 | .
11 | i | 6.7% | -3.5 | -15.4%
12 | i | 2.8% | -2.0 | .
13 | i | -26.2% | 0.4 | ?
14 | ? | . | 1.0 | 19.2%
15 | i | -33.1% | -0.7 | 3.26µM*

Further entries follow:
item | Molecule | HepG2 viability | Nrf2 ARE act | EPAC2 agonist | TGFb SMAD3 inh | A549 tox
16 | Cc1cc(OC(C)C(=O)NCCCN2CCOCC2)c2c(C)c(C)c(=O)oc2c1 (configuration not stated) | -8.1% | -0.7% | 3.4% | -6.0% | -10.9%
17 | O=C(c1ccccc1)c1c2c(cc3sc4ccccc4[n+]13)-c1cccc3cccc-2c13 | -41.8% | 3.2% | 1.8% | 94.3%[activator] | 16.4µM*
18 | CC1=C(C(=O)OC2CCCCCC2)C(c2ccc(Cl)cc2)CC(=O)N1 (configuration not stated) | -66.5% | -0.2% | . | ? | 1.3%
19 | O=C(NCc1nnnn1-c1ccc(Cl)cc1)C1CC(=O)N(c2ccc(F)cc2)C1 (configuration not stated) | -94.0% | -0.6% | 0.6% | 4.9% | .
20 | CC1CCCCN1S(=O)(=O)c1ccc(C(=O)Nc2sc3c(c2C(N)=O)CC(C)(C)NC3(C)C)cc1 (configuration not stated) | -45.7% | 7.3% | . | -22.5% | -10.5%
21 | Cc1ccc(C(=O)C(C)OC(=O)c2n[nH]c(=O)c3ccccc23)cc1 (configuration not stated) | -5.4% | -1.2% | 10.1% | 5.4% | 13.8%
22 | CCc1ccc(NC(=O)c2noc3c2CCCCC3)cc1 | 0.9% | -0.5% | 1.7% | 2.1% | 0.9%
23 | O=C(NCCN1CCCCCC1)c1ccc(N2CCCC2=O)cc1 | -17.8% | 0.0% | -0.6% | 0.0% | -7.7%
24 | CCc1nc2c(OCc3ccc(C(F)(F)F)cc3)cccn2c1N(C=O)Cc1ccc(OC)cc1 | -28.1% | 0.5%[9.22 µM] | -1.8% | ? | .
25 | O=C(CSc1nc2ccccc2c(=O)n1NC(=O)c1ccccc1)c1ccc(Cl)cc1 | -17.0% | 19.8% | 1.5% | -2.1% | 4.9%
26 | CCOc1ccc2oc(C(=O)N3CCN(c4ccccc4OCC)CC3)c(C)c2c1 | 10.2% | 2.8% | 10.7% | -28.8% | 1.0%
27 | Clc1ccc(OCCNCCc2ccccc2)cc1 | -53.3% | -0.4% | 1.4% | ? | -5.4%
28 | CC(C)(C)c1ccc(C(=O)NCCC(=O)N2CCC3(CC2)NCCc2[nH]cnc23)cc1 | 3.3% | -0.2% | -1.8% | 1.5% | 0.0%
29 | Cc1cccc(/C(N)=N/OC(=O)C23CC4CC(CC(C4)C2)C3)c1 | -1.1% | 2.7% | 0.0% | 3.6% | 5.1%
30 | O=C(CN1CCN(c2ncccn2)CC1)N1CCCc2c1c(=O)oc1ccc(O)cc21 | 4.1% | 6.2% | 1.2% | ? | -1.0%

item | ATXN viability | ATXN2 expr inh | IL2 activator | Nrf2 block
16 | i | 12.9% | 2.9 | -8.0%
17 | 10µM* | ? | 2.1 | 20.6µM*
18 | i | 6.6% | . | ?
19 | i | . | -1.4 | .
20 | i | 0.0% | . | .
21 | i | 2.9% | 0.9 | 11.4%
22 | i | 79.7%[activator] | 3.1 | ?
23 | i | 2.5% | 0.5 | 16.0%
24 | ? | ? | -0.6 | .
25 | i | 11.8% | -1.5 | 2.8%
26 | i | -4.4% | -1.2 | -4.7%
27 | i | . | -4.4 | 14.9%
28 | i | 3.7% | -1.9 | -9.7%
29 | i | 65.4%[activator] | -0.1 | ?
30 | i | -14.5% | 0.1 | .

Carrying on:
item | Molecule | HepG2 viability | Nrf2 ARE act | EPAC2 agonist | TGFb SMAD3 inh | A549 tox
31 | CCOc1cc(CNCCSc2nnnn2C)cc(Br)c1OCc1ccccc1 | -62.1% | 6.2% | 11.3% | ? | -16.4%
32 | O=C(NCc1cccc(Br)c1)C1CC2Cn3c(nc4ccccc43)C2N1c1ccccc1 (configuration not stated) | -33.5% | 2.3% | 4.9% | -25.9% | 2.1%
33 | O=C(O)c1ccccc1-c1ccc(/C=C/c2cc(C(F)(F)F)[nH]c(=O)n2)o1 | 20.9% | -0.7% | 100µM* | 89.7%[activator] | -5.2%
34 | CC(Sc1nc2ccccc2c(=O)n1CC1CCCO1)C(=O)Nc1ccc(S(N)(=O)=O)cc1 (configuration not stated) | -5.7% | 2.0% | -4.5% | -1.4% | -26.6%
35 | Cc1cccc(N2CCN(C(=O)c3ccc(Nc4nc5ccccc5n5nnnc45)cc3)CC2)c1C | -1.9% | 4.9% | . | 3.5% | 0.9%
36 | O=C(c1ccccc1Cl)N(Cc1ccco1)Cc1ccco1 | 5.2% | 1.0% | . | -25.6% | -3.9%
37 | CCOC(=O)c1c(-c2ccc(OC)cc2)csc1NC(=O)CSc1ccccc1 | -48.2% | -0.5% | 8.4% | 0.0% | ?
38 | O=C(NNC(=S)NCCc1ccccc1)c1ccc(Br)s1 | -26.9% | 9.9% | -4.2% | -27.4% | 1.9%
39 | COc1ccc(CCNC(=S)N2CCN(S(=O)(=O)c3ccc(C)cc3)CC2)cc1 | 9.5% | -0.4% | -8.5% | -13.2% | 7.5%

item | ATXN viability | ATXN2 expr inh | IL2 activator | Nrf2 block
31 | ? | -36.5% | -0.7 | ?
32 | i | 2.8% | 1.1 | 3.3%
33 | . | 3.6% | -3.7 | -1.6%
34 | i | 13.6% | -2.2 | 10.8%
35 | i | 14.9% | . | -3.3%
36 | . | . | . | 2.1%
37 | i | 0.2% | -0.7 | ?
38 | i | -8.0% | -0.5 | 26.7%
39 | i | -4.6% | 2.1 | -4.6%

Reprinted at random: three entries already listed.
item | Molecule | HepG2 viability | Nrf2 ARE act | EPAC2 agonist | TGFb SMAD3 inh | A549 tox
28 | CC(C)(C)c1ccc(C(=O)NCCC(=O)N2CCC3(CC2)NCCc2[nH]cnc23)cc1 | 3.3% | -0.2% | -1.8% | 1.5% | 0.0%
11 | Cc1ccc(N2CC(NS(=O)(=O)c3cccs3)CC2=O)cc1 (configuration not stated) | 4.6% | -1.0% | 0.7% | 6.4% | -7.6%
18 | CC1=C(C(=O)OC2CCCCCC2)C(c2ccc(Cl)cc2)CC(=O)N1 (configuration not stated) | -66.5% | -0.2% | . | ? | 1.3%

item | ATXN viability | ATXN2 expr inh | IL2 activator | Nrf2 block
28 | i | 3.7% | -1.9 | -9.7%
11 | i | 6.7% | -3.5 | -15.4%
18 | i | 6.6% | . | ?

Bioassay records as filed in PubChem.

Random draw from the library, and some 4.3% of all compounds hit somewhere here.
